SNCA viab count – cell viability loss counter-screen; hit rate 0.12% among 150,000; HEK-293-SNCA-luc viability, GF-AFC fluorescence, 24 h; Potency, µM (series often up to 57.1 µM), for the others: at the highest dose activity change, negative = cytotoxicity, usual class: cytotoxic;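 also: potency is read from the fitted curve at half-maximal effect; 0% = DMSO-treated cells and -100% = medium-only wells without cells; nearly all actives have a fitted effect of over 30% in size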
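Cytotoxicity counterscreen: after 24 h compound treatment of genome-edited SNCA-luciferase HEK-293 cells, live-cell protease substrate GF-AFC read by fluorescence after 30 min; activity scaled between DMSO (0%) and medium-only (-100%), curves Hill-fitted.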
HEK293 tox – cytotoxic compounds in HEK 293 cells | HEK 293 viability, ATP luminescence (CellTiter-Glo), 48-72 h | Potency, µM (titrated, usually from 115 µM), inactives show at the highest dose activity change, negative = cytotoxicity, actives largely listed as inhibitors | hit rate 6.6% among 94,000 | AID 1345083; also: potency is read from the fitted curve at half-maximal effect; nearly all actives have a fitted effect of over 60% in size
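Cytotoxicity was scored by loss of ATP-coupled luminescence (CellTiter-Glo) in HEK 293 cells. Compound treatment ran 48 or 72 hr at 37 degree Celsius, 5% CO2, 95% humidity.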
IP6K1 inhibitor – blocks human inositol hexakisphosphate kinase 1; IP6K1 kinase, ADP-Glo luminescence, 2 h; hits give low values; activity change, % (series mostly up to about 58 µM); hit rate 0.81% among 140,000; AID 1645851; in the data active = activity change below about -25%
Target sequence (Q92551 whole entry, looked up): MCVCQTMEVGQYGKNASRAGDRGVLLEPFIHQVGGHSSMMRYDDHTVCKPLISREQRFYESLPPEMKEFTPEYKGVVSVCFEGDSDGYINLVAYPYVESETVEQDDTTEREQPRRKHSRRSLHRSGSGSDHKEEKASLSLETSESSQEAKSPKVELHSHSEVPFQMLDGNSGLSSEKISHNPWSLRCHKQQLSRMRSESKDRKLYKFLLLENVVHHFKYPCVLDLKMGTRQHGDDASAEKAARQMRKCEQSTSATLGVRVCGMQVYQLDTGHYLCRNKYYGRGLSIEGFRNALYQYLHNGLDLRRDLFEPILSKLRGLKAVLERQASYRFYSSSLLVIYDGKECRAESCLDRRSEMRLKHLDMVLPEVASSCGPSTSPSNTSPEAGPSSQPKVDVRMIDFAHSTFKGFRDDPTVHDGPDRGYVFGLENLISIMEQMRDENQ
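ADP-Glo luminescence measures ADP made by human IP6K1 during a 2 h RT reaction with ATP/IP6 (mix at 1.3 mM/130 uM); top library doses 57.5 and 19.1 uM final.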
NIH3T3 tox – NIH 3T3 cell cytotoxicity; NIH 3T3 viability, CellTiter-Glo ATP luminescence, 48-72 h; Potency, µM (doses to about 96.7 µM), for the others: at the highest dose activity change, negative = cytotoxicity, most hits filed as inhibitors; hit rate 4.3% among 94,000; AID 1345082; also: potency is read from the fitted curve at half-maximal effect; nearly all actives have a fitted effect of over 55% in size
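Viability of NIH 3T3 cells after 48 or 72 hr compound treatment at 37 °C was assessed by CellTiter-Glo, with luminescence imaged following a 10 min room-temperature step.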
SNCA expr inhib – inhibitors of alpha-synuclein (SNCA) gene expression; HEK-293 SNCA-luciferase knock-in, luminescence, 24 h; Potency, µM (highest dose often 57.2 µM), inactives show top-dose activity change, negative = inhibition, most hits filed as inhibitors; hit rate 0.17% among 140,000;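 also: potency is read from the fitted curve at half-maximal effect; plate controls were DMSO cells for no effect and cell-free wells for full effect; nearly all actives have a fitted effect of over 45% in size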
GPT2 inh – inhibitors of human GPT2 alanine aminotransferase; hit rate 0.25% among 100,000; Q8TD30; Recombinant GPT2, coupled pyruvate oxidase/HRP Amplex Red fluorescence; Potency, µM (titrated, usually from 57.7 µM), inactives show top-dose activity change, negative = inhibition, usual class: inhibitors; also: potency is read from the fitted curve at half-maximal effect; nearly all actives have a fitted effect of over 60% in size; many of its hits are not listed in these tables
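Recombinant GPT2 (10ng/uL) with 250uM a-KG and 2mM L-alanine, 30 min at room temperature, in HEPES pH 7.5 buffer. Pyruvate detected by pyruvate oxidase/HRP/Amplex Red fluorescence after 30 min in the dark; AOA (50uM) as positive control.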
FLuc inh – Photinus pyralis luciferase inhibition; P08659; purified P. pyralis luciferase, luminescence, biochemical; Potency, µM (doses to about 115 µM), for the others: top-dose activity change, negative = inhibition, most hits filed as inhibitors; hit rate 2.5% among 76,000; also: potency is read from the fitted curve at half-maximal effect; nearly all actives have a fitted effect of over 65% in size
Target sequence (P08659 whole entry, looked up): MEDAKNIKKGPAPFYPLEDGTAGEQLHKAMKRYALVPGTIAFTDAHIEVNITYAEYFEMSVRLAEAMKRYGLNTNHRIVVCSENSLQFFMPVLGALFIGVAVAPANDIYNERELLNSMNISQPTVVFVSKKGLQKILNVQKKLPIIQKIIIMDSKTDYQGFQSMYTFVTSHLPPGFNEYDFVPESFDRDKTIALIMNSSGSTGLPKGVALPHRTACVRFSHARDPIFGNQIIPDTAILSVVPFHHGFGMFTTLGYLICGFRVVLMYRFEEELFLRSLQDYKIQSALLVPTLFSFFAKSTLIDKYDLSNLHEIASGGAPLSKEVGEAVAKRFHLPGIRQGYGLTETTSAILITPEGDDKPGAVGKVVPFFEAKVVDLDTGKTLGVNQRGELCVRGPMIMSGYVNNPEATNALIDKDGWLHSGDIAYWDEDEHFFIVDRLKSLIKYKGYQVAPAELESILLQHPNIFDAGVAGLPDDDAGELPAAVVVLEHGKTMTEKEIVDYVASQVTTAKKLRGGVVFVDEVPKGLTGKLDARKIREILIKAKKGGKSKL
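Luminescence read by CCD imager after adding enzyme (10nM final) to wells holding compound, titrated in qHTS. Substrates 10uM each D-luciferin and ATP; buffer 50mM Tris acetate pH 7.5, 10mM Mg acetate, Tween-20, BSA.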
Starred values were filed as active, the others as inactive; i = inactive; u = inconclusive; x = no result given; [ ] = dose if it differs, or a comment. Unless noted, calls follow the shape of the dose curve; as a rule, active = well fitted curve in the direction sought with a large enough effect; inconclusive = small, poorly fitted or top-dose-only effect, or another doubt; inactive = no such curve, though single readings can be large; an effect the other way counts as inactive or inconclusive. Unless noted, % is scaled to controls: 0 for no effect and ±100 for the full control effect. An excerpt, so the mix of outcomes need not match the whole.

nr	smiles	SNCA viab count	HEK293 tox	IP6K1 inhibitor	NIH3T3 tox	SNCA expr inhib	GPT2 inh	FLuc inh
1	CCCOCCCNC(=O)c1c(C)noc1-c1cc(OC)c(OC)c(OC)c1	-0.8%	-8.6%	3.6	-17.4%	0.5%	-7.2%	-3.2%
2	CN(C)c1ccc(C(=O)N2CCN(S(C)(=O)=O)[C@H](C(=O)N[C@H](Cc3c[nH]c4ccccc34)C(N)=O)C2)cc1	1.3%	i	-12.6	-1.6%	14.0%	-1.8%	0.3%
3	Cc1cc(C(=O)N2C[C@@H](Oc3cccnc3)C[C@H]2C(=O)N2CCOCC2)n(C)n1	-6.3%	i	8.5	i	16.5%	-0.2%	2.7%
4	CCOC(=O)C1CCN(C(c2ccc(C)cc2)c2c(O)cc(C)n(CCOC)c2=O)CC1 (stereo unspecified)	-1.1%	x	26.9	x	-10.0%	x	x
5	COc1ccc(-c2nc(C(C)C)nc3c2CCN(C(=O)Cc2ccc(F)cc2)CC3)cc1	u	u	10.3	u	-1.3%	i	-2.1%
6	COCc1ccc2c(c1)c(OC(C)(C)C(=O)NCCCN1CCCC1=O)nn2CCC(C)C	-4.6%	-1.3%	-5.6	31.6µM*	-23.4%	2.3%	0.0%
7	COc1ccc(CCNC(=O)C(C)C2CCOCC2)cc1OC (stereo unspecified)	16.3%[12.5 µM]	-1.4%	11.6	i	0.3%	i	-7.1%
8	O=C(O)Cn1nc(C2CCCC2)nc1-c1cccc(Cn2cccn2)c1	-13.3%	1.9%	-2.4	-0.5%	u	-5.7%	-0.8%
9	COC(=O)c1c(NC(=O)c2ccccc2)c2cc(NC3CCOCC3)cnc2n1CC1CCCO1 (stereo unspecified)	4.8%	-14.4%	2.4	i	-27.3%	2.4%	10.9%
10	CN1C[C@@H](NC(=O)CC(C)(C)C)C[C@H]1c1nc(Cc2ccccc2)no1	2.8%[87.6 µM]	-26.1%[172 µM]	-9.2	-24.1%[174 µM]	-1.0%[87.6 µM]	i	-2.9%[172 µM]
11	Cc1cc(C)cc(NC(=O)CCN2C(=O)c3ccccc3Sc3ncccc32)c1	-10.5%	x	-11.1	x	-4.4%	x	x
12	NC(=O)CSc1ncc2c(n1)-c1ccccc1N(Cc1ccc(Cl)cc1)S2(=O)=O	3.8%	x	21.8	x	-1.2%	x	x
13	CCC(=O)N1CCc2cc(CNC(=O)c3ccc(OC)cc3)ccc21	-14.2%	x	2.8	x	28.6%	x	x
14	CCC(=O)Nc1ccc(C2(C(=O)NCc3ccc(Br)cc3)CCC2)cc1	14.2%	-12.2%	31.5	-7.4%	-2.5%	u	-9.9%
15	COc1ccc(CCNC(=O)C2CCCCC(=O)N2C)cc1OC (stereo unspecified)	-4.8%	8.5%	-0.3	-9.9%	2.9%	4.1%	3.6%
16	Cc1ccc(C2CCN(C(=O)Nc3ccc(C)c(C)c3)C2)cc1 (stereo unspecified)	4.6%	x	-7.2	x	124.1%[activator]	x	x
17	O=C(CCc1nnn2c1CN(C(=O)c1cccc3[nH]ccc13)CC2)N1CCCC1	-0.6%	-21.9%	-8.9	-15.2%	73.2%[activator]	i	0.3%
18	Cc1ccc(-c2nc(C(=O)N3CCN(c4cc(C)ccc4C)CC3)no2)cc1	11.0%	u	12.4	u	33.4%[activator]	i	0.8%
19	COc1cccc(CNC(=O)[C@@H]2C[C@@H](O)CN2C2CCN(C(=O)c3cc(F)cc(F)c3)CC2)c1	-7.2%	i	-1.6	i	1.5%	3.2%	-1.5%
20	Cc1ccccc1C(C(=O)NC1CCCC1)N(C(=O)Cn1cnc2ccccc21)c1cccc(F)c1 (stereo unspecified)	-6.6%	x	x	x	-25.8%	i	x
21	COc1ccc(OC)c(CN2CCCn3nc(C)c(-c4ccnn4C(C)C)c32)c1	-16.3%[87.6 µM]	u	0.5	-17.7%[138 µM]	0.9%[87.6 µM]	1.9%[88.5 µM]	8.9%[172 µM]
22	Cc1ccc(C(=O)N2CC3CC(C2)[C@H]2CCCC(=O)N2C3)cn1 (stereo partly specified)	-0.5%	-1.4%	18.5	i	-16.6%	1.9%	-3.2%
23	Cc1noc(C)c1CCNC(=O)CCc1ccc2c(c1)CN(S(C)(=O)=O)CCO2	-11.4%[12.5 µM]	-11.3%	2.2	-17.8%	39.9%[activator]	i	0.9%
24	O=S(=O)(c1cccs1)N1CCN(c2ccnc3ccnn23)CC1	11.4%[87.6 µM]	u	-3.2	u	12.4%[87.6 µM]	i	x
25	CCCN(C)C(=O)CCc1ccc2c(c1)CN(S(C)(=O)=O)CCO2	1.8%[12.5 µM]	-4.5%	-9.1	-10.6%	u	-10.1%	-0.9%
26	COc1ccc(CNC(=O)c2cc3c(=O)n(C)c4ccccc4c3n2C)c(OC)c1	6.8%	x	14.8	x	56.9%[activator]	x	x
27	COc1ccc(NC(=O)Nc2cccc(C)n2)c(OC)c1	-3.4%	x	-12.7	x	-1.5%	x	x
28	CCCc1cc(=O)n2[nH]c(NCc3c(F)cccc3Cl)nc2n1	1.3%	x	-4.7	x	4.9%	x	x
29	CO[C@@H]1CCOC[C@H]1NC(=O)C1CCN(C(=O)c2ccccn2)CC1	-0.4%	i	-2.1	4.5%	3.8%	i	3.2%
30	CN(C)C(=O)N1CCCC1C(=O)N1CCC(N2Cc3ccccc3C2=O)CC1 (stereo unspecified)	-1.8%	-17.1%	-4.4	-4.7%	2.2%	-21.9%	x
31	Cc1ccc(-n2nc3cc(C)c(NC(=O)COc4ccccc4)cc3n2)cc1	8.1%	x	8.7	x	20.5%	x	x
32	O=C(c1ccc(Cl)nc1)N1CCCN(c2nc3ncccc3o2)CC1	-2.1%	-2.5%	-9.6	-20.1%	12.5%	i	-12.8%
33	COc1cc(F)ccc1-c1cc2c(ccn2C)c(C(=O)NCc2cccnc2)n1	-17.6%[87.6 µM]	u	-1.2	u	9.5%[87.6 µM]	-12.7%[88.5 µM]	1.1%[172 µM]
34	CC(=O)NCCc1ccc(CC2CCN(S(=O)(=O)N(C)C)CC2)cc1	0.9%	u	34.0	u	3.6%	i	x
35	COc1cc(/C=C(\C#N)c2nc3ccccc3[nH]2)ccc1OCc1ccccc1F	u	x	-2.6	x	68.0%[activator]	x	x
36	COc1ccccc1Nc1cc(C(=O)NC2CCCC2)c2ccccc2n1	u	x	1.4	x	4.4%	x	x
37	CCN(CC)C(=O)c1sc2c(c1C)c(=O)n(CCc1ccccc1)c(=O)n2Cc1ccc(C)cc1	-8.6%	x	5.6	x	u	x	x
38	CC(=O)Nc1cccc(-c2ncc3c(n2)OCCN(Cc2ccccc2)C3=O)c1	1.8%[87.6 µM]	u	5.8	u	14.6%[87.6 µM]	i	u
39	CCc1noc(-c2ccn3c(CNC(=O)c4cccc(OC)c4)nnc3c2)n1	2.9%	i	20.3	i	-9.8%	5.0%	7.6%
40	O=c1c2cccnc2n(Cc2ccccc2F)c(=O)n1Cc1ccc(F)cc1	16.8%	x	31.5	x	43.3%[activator]	x	x
41	O=S(=O)(c1ccccc1C(F)(F)F)N1CCC2(CCCNC2)C1 (stereo unspecified)	16.9%	u	-2.6	u	-25.4%	4.7%	-3.1%
42	CN1CCN(C(=O)[C@@H]2CCC[C@@H](NC3CCOCC3)CN(C)C(=O)C2)CC1	-1.7%[87.6 µM]	i	2.3	4.2%[138 µM]	-1.8%[87.6 µM]	-1.5%[88.5 µM]	-9.4%[172 µM]
43	CCOc1cccc(Nc2nn(-c3ccc(OC(F)(F)F)cc3)nc2C(C)=O)c1	4.7%	x	-2.2	x	18.3%	x	x
44	CC1(C(=O)N2CCC(C3CCN(S(C)(=O)=O)CC3)C2)CCOCC1 (stereo unspecified)	4.6%[12.5 µM]	-25.5%	26.4	-17.1%	28.5%	i	-1.3%
45	COc1ccc(CN2C[C@@H]3C(=O)N(Cc4ccc5c(c4)OCO5)C(=O)[C@@H]3C2)cc1OC	-1.2%	u	22.4	-33.9%	-2.1%	i	3.5%
46	COc1ccc(-c2noc(-c3nnn4c3COC(c3ccc(F)cc3)C4)n2)cc1OC (stereo unspecified)	0.9%	-9.6%	-13.6	4.6%	-3.2%	-1.5%	4.3%
47	CCN1C(=O)Cc2cc(C(=O)Nc3ccc(F)cc3)ccc21	-5.7%	u	-5.2	u	53.6%[activator]	i	-16.1%
48	C=CCC1(CO)CCCN(C(=O)CCN(C)S(C)(=O)=O)C1 (stereo unspecified)	-13.0%	2.9%	-9.5	0.2%	-26.1%	i	-7.1%
49	CC(=O)N1CCc2c(sc3c2c(=O)n(-c2ccccc2Cl)c(=O)n3C)C1	-4.9%	x	-0.8	x	64.8%[activator]	x	x
50	CCN(CC)S(=O)(=O)c1ccc(C(=O)Nc2nc3c(Cl)cc(Cl)cc3s2)cc1	-3.7%	x	12.7	x	u	x	x
51	CCOc1ccccc1NC(=O)c1cc2cc(C)ccc2n1C	-5.2%	x	-6.7	x	-9.9%	x	x
52	COc1ccc(-c2nc(SCC(=O)NC3CCCC3)c(-c3ccc(C)cc3)[nH]2)cc1OC	-16.9%	x	9.4	x	-8.6%	x	x
53	COC(=O)[C@@H]1Cc2c[nH]c3cccc(c23)[C@H](CC(C)C)N1	2.6%[87.6 µM]	u	-8.5	-7.1%[230 µM]	u	-20.3%[88.5 µM]	6.9%[230 µM]
54	Cn1c(CNC(=O)c2cc3c(s2)CN(C2CC2)C3)nc2ccccc21	5.0%	u	8.7	u	13.0%	-22.7%	-20.0%
55	COc1ccc(C2=NOC3(CCN(Cc4ccc(N(C)C)cc4)C3)C2)cc1 (stereo unspecified)	-6.5%	u	7.3	u	44.1%[activator]	i	-5.6%
56	COCC(=O)Nc1cccc(C(=O)N(Cc2ccsc2)CC(C)C)c1	0.8%	u	10.6	-20.8%	-16.6%	-3.9%	-2.5%
57	O=C(c1nc2cccnc2n(Cc2ccccc2)c1=O)N1CCN([S+](=O)([O-])c2cccc(C(F)(F)F)c2)CC1	1.8%[12.5 µM]	u	-5.4	-21.6%	4.8%	-5.1%	x
58	O=C(NCc1cc2n(n1)CCN(C1CCCCC1)C2)c1noc2c1CCCC2	-5.1%	-20.7%	1.6	-17.2%	-20.8%	-5.0%[11.5 µM]	-8.0%
59	Cc1noc([C@@H]2CN(C(=O)Cc3ccc(Cl)cc3)C[C@H]2C(N)=O)n1	-0.6%	-3.9%	25.5	-18.5%	-3.2%	-1.8%	-5.3%
60	Cc1cn2cc(CC(=O)N3CCC4(CC3)CN(Cc3ccc(-n5nccn5)cc3Cl)C4)nc2s1	6.1%	x	25.4	x	x	0.0%	x

Screens: PubChem, National Center for Advancing Translational Sciences (NCATS)
